# Screening results deposited in PubChem by several laboratories.
# Bcl-W Bim block: inhibitors of Bim-Bcl-W interaction, human | Q92843 | bead-based flow cytometry, Bim peptide-Bcl-W binding | inhibition, % at 10 µM | 190,000 tested, 0.02% active;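 also: 0% = bound tracer without compound and 100% = peptide blocker; higher means less fluorescent Bim peptide bound to Bcl-W beads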
# Target sequence (Q92843 whole entry, looked up): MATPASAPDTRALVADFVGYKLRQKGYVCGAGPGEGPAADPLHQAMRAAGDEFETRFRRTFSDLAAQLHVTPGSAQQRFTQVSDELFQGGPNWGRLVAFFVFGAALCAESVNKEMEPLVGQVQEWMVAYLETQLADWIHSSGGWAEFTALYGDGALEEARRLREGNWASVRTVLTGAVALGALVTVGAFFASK
# RGS8-Gao: human RGS8-Galphao interaction regulation | response (percent of control binding), % at 10 µM | P09471 | 220,000 tested, 0.34% active | multiplexed bead flow cytometry, RGS8-Galphao binding; actives lie on both sides; in the data active = response below about 60% or above about 140%; inactive = in between;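 also: Galphao activated as the GDP aluminium fluoride complex binding bead-coupled RGS8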
# Target sequence (P09471 whole entry, looked up): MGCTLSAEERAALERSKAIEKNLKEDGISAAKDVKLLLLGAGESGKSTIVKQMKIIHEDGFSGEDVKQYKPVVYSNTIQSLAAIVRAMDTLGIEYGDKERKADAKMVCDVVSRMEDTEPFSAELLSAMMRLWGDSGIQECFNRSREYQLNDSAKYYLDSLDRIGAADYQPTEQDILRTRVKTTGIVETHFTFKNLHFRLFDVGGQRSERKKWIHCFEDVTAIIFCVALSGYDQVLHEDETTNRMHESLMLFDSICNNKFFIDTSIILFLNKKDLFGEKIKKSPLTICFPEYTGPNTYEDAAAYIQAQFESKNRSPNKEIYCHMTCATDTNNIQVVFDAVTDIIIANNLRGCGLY
# GSH fluor: GSH bead compound fluorescence profile | fluorescence (KMESF) at 10 µM | GSH beads flow cytometry, compound fluorescence 488/530 nm; hits give high values | 190,000 tested, 0.25% active; in the data active = fluorescence above about 89;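 also: glutathione beads carrying GST-tagged Bcl family fusion proteins plus one bare bead set; values are compound well signal with DMSO vehicle wells as background; inactives centre near 16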
# RGS4-Gao reg: human RGS4-Galphao interaction regulation. AID 1415. P09471. Multiplexed bead flow cytometry, RGS4-Galphao binding; actives lie on both sides. binding response (% of control), % at 10 µM. 220,000 tested, 0.33% active; in the data active = binding response below about 49% or above about 150%; inactive = in between;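 also: fluorescent Galphao activated with aluminum fluoride binding bead-coupled RGS4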
# Bcl-XL Bim block: human Bim-Bcl-XL interaction inhibition. Q07817. Bim peptide-Bcl-XL binding, bead flow cytometry, fluorescence. inhibition, % at 10 µM. 190,000 tested, 0.04% active
# RGS7-Gao reg: human RGS7-Galphao interaction regulation. Multiplexed bead flow cytometry, RGS7-Galphao binding; actives lie on both sides. binding response (% of control), % at 10 µM. P09471. AID 1439. 220,000 tested, 0.35% active; in the data active = binding response below about 49% or above about 150%;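 also: fluorescent Galphao held in activated GDP-AlF4 state binding bead-coupled RGS7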
# Mcl1-Bid inh: disrupts binding of human Mcl-1 to Bid peptide | TR-FRET Mcl-1/Bid-Dy647 peptide binding, 1536-well | Q07820 | 220,000 tested, 0.97% active | inhibition, % at 21.7 µM;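 active = compounds that cut the binding signal by more than half at the single screening dose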;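 also: His-tagged Mcl-1 with europium anti-His antibody binding Bid BH3 peptide; 0% = Mcl-1 plus peptide wells and 100% = peptide-only wells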
# Bim-Bcl-2: disrupts Bim peptide binding to human Bcl-2; P10415; Bead-based flow cytometry, Bim peptide-Bcl-2 binding; inhibition, % at 10 µM; 190,000 tested, 0.06% active; AID 950; in the data active = inhibition above about 40%;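 also: 0% = no compound wells with probe peptide and 100% = reference peptide inhibitor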
# Target sequence (P10415 whole entry, looked up): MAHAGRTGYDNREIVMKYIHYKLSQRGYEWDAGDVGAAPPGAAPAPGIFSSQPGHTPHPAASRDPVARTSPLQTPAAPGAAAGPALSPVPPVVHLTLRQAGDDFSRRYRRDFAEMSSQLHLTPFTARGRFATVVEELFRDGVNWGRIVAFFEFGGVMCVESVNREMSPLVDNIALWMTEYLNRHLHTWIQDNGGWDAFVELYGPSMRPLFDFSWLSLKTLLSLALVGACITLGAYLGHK
# Bcl-B Bim block: human Bim-Bcl-B interaction inhibition | Q9HD36 | bead-based flow cytometry, Bim peptide-Bcl-B binding | inhibition, % at 10 µM | 190,000 tested, 0.073% active | AID 951;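 also: 0% = tracer peptide without compound and 100% = reference inhibitor peptide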
# Target sequence (Q9HD36 whole entry, looked up): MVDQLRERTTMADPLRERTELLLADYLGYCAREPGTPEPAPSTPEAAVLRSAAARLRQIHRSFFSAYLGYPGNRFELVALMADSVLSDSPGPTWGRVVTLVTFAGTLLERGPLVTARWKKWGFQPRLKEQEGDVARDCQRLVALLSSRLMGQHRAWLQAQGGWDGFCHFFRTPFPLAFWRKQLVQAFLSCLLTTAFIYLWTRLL
# Bfl-1 Bim block: disrupts Bim binding to human Bfl-1 | Q16548 | inhibition, % at 10 µM | 190,000 tested, 0.12% active | Bead-based flow cytometry, Bim-Bfl-1 binding inhibition;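 also: 0% = wells without compound plus tracer and 100% = blocker peptide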
# Bim-Mcl-1: human Bim-Mcl-1 interaction inhibition; 190,000 tested, 0.1% active; Q07820; inhibition, % at 10 µM; Bead-based flow cytometry, Bim peptide-Mcl-1 binding; AID 1009;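 also: 0% = no compound tracer wells and 100% = peptide blocker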
# * hit, by the source's call; [ ] = remark or other dose. Rule as the data show it, unless noted: active = inhibition above about 40%.
SMILES,Bcl-W Bim block,RGS8-Gao,GSH fluor,RGS4-Gao reg,Bcl-XL Bim block,RGS7-Gao reg,Mcl1-Bid inh,Bim-Bcl-2,Bcl-B Bim block,Bfl-1 Bim block,Bim-Mcl-1
O=C1C(=O)N(c2ccccc2)C(c2ccccc2[N+](=O)[O-])/C1=C(\O)c1ccccc1 (configuration not stated),0,97,9,97,0,97,-49,0,-13,5,0
OCCNCCCCCOc1ccc(F)cc1,1,96,14,92,0,94,-28,2,0,0,0
S=C(NCCc1ccccc1)Nc1cccc2cnccc12,-5,105,12,103,-5,103,-30,-1,-12,-3,-2
O=C(Nc1cccc(-c2cn3cccnc3n2)c1)c1cccs1,-1,101,11,103,1,100,27,-2,-2,-5,1
OCCC1CN(Cc2cnc(N3CCCC3)s2)CCN1C1CCCC1 (configuration not stated),-1,102,10,98,-2,104,-30,-4,-3,-4,-4
O=C(COC(=O)/C=C/c1cccc(C(F)(F)F)c1)NC(c1ccccc1)c1ccccc1,-5,102,11,103,-6,103,8,-2,-7,-2,-3
O=C(O)/C=C/C(=O)NCCCc1ccccc1,-1,99,9,101,-2,92,-6,-2,0,0,-1
COc1ccc(OC)c(NC(=O)CSc2nnc(Cc3cccn3C)n2CCc2ccccc2)c1,-2,101,24,98,-5,100,-15,-6,-9,-12,-3
CCCC(c1nnnn1CCOC)N1CCN(Cc2ccccc2)CC1 (configuration not stated),-1,101,17,106,-2,109,30,3,3,0,2
COC(=O)c1ccc(C)c(NC(=O)CN2C(=O)c3ccccc3S2(=O)=O)c1,2,86,35,90,-1,94,-3,-2,1,-1,0
Cc1cc(C)c(S(=O)(=O)/N=C2\C=CC(=O)C(Cl)=C2)c(C)c1,3,131,20,111,2,109,47,3,2,5,1
CCOC(=O)C1CCCN(C(=S)Nc2ccc(F)cc2)C1 (configuration not stated),0,100,14,102,-1,97,-34,0,-3,-3,0
Cc1ccc(C)c(-n2c(SCC(=O)N3CCC(C(=O)O)CC3)nnc2-c2cccc(Cl)c2)c1,1,100,11,94,1,104,-10,0,-1,-4,-1
O=C1CC(c2ccccc2)c2c(O)cc(O)cc2O1 (configuration not stated),1,101,15,100,0,100,-100,0,0,0,0
CC(=O)Nc1cccc(NC(=O)c2ccc(C)c([N+](=O)[O-])c2)c1,-3,99,12,101,0,99,-32,-3,-5,-4,0
Cc1ccc(S(=O)(=O)N2N=C3CCCCC3C2(O)C(F)(F)F)cc1 (configuration not stated),-1,103,9,99,-1,100,-5,1,-2,-3,0
CC(O)CNc1ccc([N+](=O)[O-])cc1S(=O)(=O)N1CCOCC1 (configuration not stated),-1,107,8,104,-3,106,-3,-4,-3,-9,-1
CC(Oc1ccccc1)C(=O)Nc1nnc(C2CCCCC2)s1 (configuration not stated),-2,105,14,102,-8,108,-27,-4,-10,-9,0
Clc1nc2ccccc2cc1-c1nnn(-c2ccccc2)n1,-2,96,20,94,0,95,-2,-5,-7,-5,-2
O=S(=O)(NCC1CCCO1)c1cnc(Cl)c(Br)c1 (configuration not stated),-3,77,32,88,0,89,5,0,-1,0,-3
N/C(Cc1ccc([N+](=O)[O-])cc1)=N\OC(=O)COc1ccccc1Cl,-3,101,10,101,-7,107,0,-3,-7,-5,-5
Cc1cc(C)nc(-n2nc(C)c(C3(O)C(=O)Nc4ccc(F)cc43)c2N)n1 (configuration not stated),-4,98,6,99,-6,98,-32,-4,-4,0,-4
COc1ccc(CCN2C(=O)CN=C2Nc2ccc(F)cc2)cc1OC,0,102,18,101,2,104,-2,-2,-1,-3,1
NCC(c1ccccc1)(c1ccccc1)c1ccccc1,0,79,4,98,-4,97,2,0,-6,0,-2
O=C1C(C2=C(O)c3ccccc3C2=O)=Nc2ccccc21,6,95,4,93,-3,94,-38,1,-2,1,4
O=C(CSC1=NC(=O)C(c2ccccc2)C(=O)N1)Nc1cccc(Cl)c1 (configuration not stated),2,86,63,101,5,101,-40,-4,-8,-13,3
C[C@H](NC(=O)Cn1cncn1)c1ccccc1,-1,102,26,106,-4,104,1,-3,-5,-9,5
COc1ccc(Br)cc1C1SCCN1S(C)(=O)=O (configuration not stated),0,103,7,106,-1,103,-3,1,1,0,0
O=C(NNC(=O)c1cc(OCC(F)(F)F)ccc1OCC(F)(F)F)c1cccc(C(F)(F)F)c1,-5,106,30,102,-12,104,3,-8,-8,-9,-8
CCOC(=O)CSCC(=O)Nc1c(C(=O)C2CC2)oc2ccccc12,-6,83,13,96,-7,95,-7,0,-7,3,-3

# Part of the list above, with two lines to a compound:
# Every second line gives: Bcl-W Bim block | RGS8-Gao | GSH fluor | RGS4-Gao reg | Bcl-XL Bim block | RGS7-Gao reg | Mcl1-Bid inh | Bim-Bcl-2 | Bcl-B Bim block | Bfl-1 Bim block | Bim-Mcl-1
Cc1ccc(S(=O)(=O)N2N=C3CCCCC3C2(O)C(F)(F)F)cc1 (configuration not stated)
  -1 | 103 | 9 | 99 | -1 | 100 | -5 | 1 | -2 | -3 | 0
CC(O)CNc1ccc([N+](=O)[O-])cc1S(=O)(=O)N1CCOCC1 (configuration not stated)
  -1 | 107 | 8 | 104 | -3 | 106 | -3 | -4 | -3 | -9 | -1
CC(Oc1ccccc1)C(=O)Nc1nnc(C2CCCCC2)s1 (configuration not stated)
  -2 | 105 | 14 | 102 | -8 | 108 | -27 | -4 | -10 | -9 | 0
Clc1nc2ccccc2cc1-c1nnn(-c2ccccc2)n1
  -2 | 96 | 20 | 94 | 0 | 95 | -2 | -5 | -7 | -5 | -2
O=S(=O)(NCC1CCCO1)c1cnc(Cl)c(Br)c1 (configuration not stated)
  -3 | 77 | 32 | 88 | 0 | 89 | 5 | 0 | -1 | 0 | -3
N/C(Cc1ccc([N+](=O)[O-])cc1)=N\OC(=O)COc1ccccc1Cl
  -3 | 101 | 10 | 101 | -7 | 107 | 0 | -3 | -7 | -5 | -5
Cc1cc(C)nc(-n2nc(C)c(C3(O)C(=O)Nc4ccc(F)cc43)c2N)n1 (configuration not stated)
  -4 | 98 | 6 | 99 | -6 | 98 | -32 | -4 | -4 | 0 | -4
COc1ccc(CCN2C(=O)CN=C2Nc2ccc(F)cc2)cc1OC
  0 | 102 | 18 | 101 | 2 | 104 | -2 | -2 | -1 | -3 | 1
NCC(c1ccccc1)(c1ccccc1)c1ccccc1
  0 | 79 | 4 | 98 | -4 | 97 | 2 | 0 | -6 | 0 | -2
O=C1C(C2=C(O)c3ccccc3C2=O)=Nc2ccccc21
  6 | 95 | 4 | 93 | -3 | 94 | -38 | 1 | -2 | 1 | 4
O=C(CSC1=NC(=O)C(c2ccccc2)C(=O)N1)Nc1cccc(Cl)c1 (configuration not stated)
  2 | 86 | 63 | 101 | 5 | 101 | -40 | -4 | -8 | -13 | 3
C[C@H](NC(=O)Cn1cncn1)c1ccccc1
  -1 | 102 | 26 | 106 | -4 | 104 | 1 | -3 | -5 | -9 | 5
COc1ccc(Br)cc1C1SCCN1S(C)(=O)=O (configuration not stated)
  0 | 103 | 7 | 106 | -1 | 103 | -3 | 1 | 1 | 0 | 0
O=C(NNC(=O)c1cc(OCC(F)(F)F)ccc1OCC(F)(F)F)c1cccc(C(F)(F)F)c1
  -5 | 106 | 30 | 102 | -12 | 104 | 3 | -8 | -8 | -9 | -8
CCOC(=O)CSCC(=O)Nc1c(C(=O)C2CC2)oc2ccccc12
  -6 | 83 | 13 | 96 | -7 | 95 | -7 | 0 | -7 | 3 | -3

# Continued:
SMILES,Bcl-W Bim block,RGS8-Gao,GSH fluor,RGS4-Gao reg,Bcl-XL Bim block,RGS7-Gao reg,Mcl1-Bid inh,Bim-Bcl-2,Bcl-B Bim block,Bfl-1 Bim block,Bim-Mcl-1
Cc1cccc(NCC(=O)N/N=C/c2ccc(Br)cc2)c1,-1,90,12,85,-2,84,-8,1,3,5,1
COc1ccc(C(=O)CSc2nccc(=O)[nH]2)cc1,0,101,34,101,-13,101,-6,-7,-11,-17,-3
CC(C)(C)OC(=O)NCCc1nnc(SCc2ccc(Cl)cc2)o1,-2,99,29,102,-12,108,-18,-13,-18,-5,-4
O=S(=O)(c1ccc(F)c(F)c1)N1CCN(Cc2ccc3c(c2)OCO3)CC1,-3,99,55,95,-3,97,10,-3,-3,-5,-1
COc1ccc(CN(CC2CCCO2)S(=O)(=O)c2ccc(C(=O)O)cc2)cc1OC (configuration not stated),-1,99,5,100,-2,98,-8,-1,-4,-11,0
CC1CN(C(=S)c2cccc([N+](=O)[O-])c2)CC(C)O1 (configuration not stated),-7,103,22,98,-10,105,-44,-2,-42,10,-10
CCOC(=O)c1nnn(CC(=O)N2N=C(c3cc(C)ccc3C)CC2c2ccc(OC)cc2)c1C(=O)OCC (configuration not stated),0,101,11,96,-3,95,-23,6,0,5,-6
Cn1cccc1C(=O)OCc1csc(-c2ccccc2)n1,3,102,11,101,-4,106,-16,-6,-5,-7,0
CCOC(=O)C1CCN(Cc2ccc(O)c(OC)c2)CC1,0,100,13,99,-1,96,18,-4,0,-1,-1
CCN(CC)Cc1c(-c2ccccc2)[nH]c2ccc(C)cc2c1=O,-4,142*[activator],36,110,5,104,-6,-8,-5,-5,-6
COc1ccc(N2CC(C(=O)NC3CC(C)(C)NC(C)(C)C3)CC2=O)cc1 (configuration not stated),2,102,20,101,-4,102,-2,-7,-6,-9,0
NC(=O)CNc1ncc(C(F)(F)F)cc1Cl,-3,110,11,108,-3,106,-4,-4,-1,-5,-1
CC(C)(C)c1ccc(OCc2ccc(C(=O)N/N=C3\CC4CC=CC34)cc2)cc1 (configuration not stated),-1,101,12,95,-2,95,-3,-1,-5,-12,0
COc1cccc(/C=N/NC(=O)CSc2nnc(C)n2-c2ccccc2)c1O,0,79,8,70,0,69,-118,-1,0,-1,-1
Cc1ccc(C(=O)N2CCN(c3ccc(NC(=O)COc4ccccc4C)cc3)CC2)cc1,0,100,23,102,-7,94,-55,1,-5,0,-2
CC1(C)CC(=O)C2=C(C1)OC(N)=C(C#N)C2c1ccccc1OC(=O)N1CCOCC1 (configuration not stated),0,98,23,96,-5,95,-38,-8,-8,-19,-4
CC(OC(=O)CCc1nc2ccccc2c(=O)[nH]1)C(=O)c1ccc(C(C)(C)C)cc1 (configuration not stated),0,103,5,101,-1,101,-5,0,-2,-1,-1
Cc1cc(C(=O)OCC(=O)NCc2cccs2)c2ccccc2n1,-3,95,14,93,-7,95,-27,-1,-7,-8,-2
Cc1sc2nc3n(c(=O)c2c1C)CCCCC3,-2,88,17,98,-4,101,-3,4,-5,1,-1
Cc1ccc(C(C)C)c(OCCNC(=O)c2cncc(Br)c2)c1,0,103,8,95,0,94,-11,0,-2,-1,-4
CC(C)(C)NC(=O)C(c1ccco1)N(Cc1ccc2c(c1)OCO2)C(=O)Cn1nnc2ccccc21 (configuration not stated),-1,101,50,100,0,99,-5,0,1,-5,0
COc1ccc(OC2C(=O)N(CCc3ccc(OC)c(OC)c3)C2c2ccc3c(c2)OCO3)cc1 (configuration not stated),4,97,28,100,15,100,-56,3,4,4,4
O=C(Cc1ccccc1)NC(=S)Nc1cc(C(F)(F)F)ccc1Cl,-2,100,8,102,-1,102,-17,-4,-3,0,-2
CCc1ccc(N(C(=O)c2csnn2)C(C(=O)NCc2ccccc2)c2ccco2)cc1 (configuration not stated),0,104,22,101,0,101,-6,-4,-7,-5,-1
